CCR6 antagonist: CCR6 (human) receptor antagonism; CHO-K1 CCR6 PathHunter beta-arrestin, luminescence, CCL20-stimulated; inhibition, % at 20 µM; 340,000 tested, 0.49% active; AID 493098;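 active means compounds whose inhibition of the agonist-driven luminescence signal at 20 µM reaches about 50%, limit read from the data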;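 further: cells stimulated with CCL20 at 14 nM final; plate controls were DMSO with CCL20 for no effect and DMSO without agonist for full effect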
Target sequence (P51684 whole entry, looked up): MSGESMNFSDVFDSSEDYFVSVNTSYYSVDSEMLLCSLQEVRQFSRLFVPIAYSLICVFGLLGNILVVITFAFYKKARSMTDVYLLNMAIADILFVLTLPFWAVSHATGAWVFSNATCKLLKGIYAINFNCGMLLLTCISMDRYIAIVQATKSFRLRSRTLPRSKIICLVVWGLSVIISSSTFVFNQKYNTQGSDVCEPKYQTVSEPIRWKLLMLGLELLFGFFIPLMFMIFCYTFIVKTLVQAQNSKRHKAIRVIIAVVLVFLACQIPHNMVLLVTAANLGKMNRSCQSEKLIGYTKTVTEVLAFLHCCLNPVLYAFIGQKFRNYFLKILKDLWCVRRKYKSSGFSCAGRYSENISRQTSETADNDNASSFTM
Jurkat NFkB inh: lowers PMA/ionomycin-induced NF-kB signal in Jurkat cells; inhibition, % at 4 µM; 330,000 tested, 0.53% active; AID 435003; PMA/ionomycin-induced NF-kB luciferase reporter, luminescence
Gli-Sufu antag: Gli-Sufu pathway antagonism | inhibition, % at 5 µM | 340,000 tested, 0.74% active | Sufu-KO-LIGHT fibroblasts, Gli luciferase reporter luminescence | AID 588413;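 active means inhibition above about 55%, limit read from the data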;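 further: 0% = DMSO-treated cells and 100% = wells with medium but no cells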
SENP8 block: SENP8 protease inhibition. inhibition, % at 10 µM. purified SENP8, Z-RLRGG-aminoluciferin cleavage, luminescence. 330,000 tested, 1.2% active
Target sequence (Q96LD8 whole entry, looked up): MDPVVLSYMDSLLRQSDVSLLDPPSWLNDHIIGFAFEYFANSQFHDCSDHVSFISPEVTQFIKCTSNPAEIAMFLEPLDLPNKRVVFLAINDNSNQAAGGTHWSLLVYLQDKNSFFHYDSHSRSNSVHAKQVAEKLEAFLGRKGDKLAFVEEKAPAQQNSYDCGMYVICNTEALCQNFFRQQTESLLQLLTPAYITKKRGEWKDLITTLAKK
Apaf1 inhib: inhibitors of human Apaf-1 apoptosome | O14727 | reconstituted apoptosome caspase-3 activity, DEVD-Rh110 fluorescence | inhibition, % at 20 µM | 330,000 tested, 0.71% active | AID 489030; active means inhibition of at least 40% at 20 µM;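 further: plate controls were DMSO wells for no effect and DEVD-CHO caspase inhibitor wells for full effect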
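Material: reconstituted apoptosome with Apaf-1, cytochrome c, caspase-9, procaspase-3, dATP. Technique: Rh110 fluorescence intensity. Buffer or medium: pH 7.5 Hepes buffer with CHAPS, BSA, DTT. Times: 30 min plus 50 min, RT.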
697 NFkB inh: inhibitors of the PMA/ionomycin-induced NF-kB reporter in 697 B cells. 330,000 tested, 0.33% active. inhibition, % at 4 µM. AID 435022. 697 B-cell NF-kB luciferase reporter, 16 h; in the data active means inhibition above about 35%
EBI2 block: blocks human EBI2 receptor beta-arrestin signaling. P32249. EBI2 beta-arrestin recruitment, luminescence, 7a,25-OHC stimulated. inhibition, % at 5 µM. 360,000 tested, 0.81% active. AID 651636; in the data active means inhibition above about 38%;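 further: enzyme fragment complementation signal reports receptor beta-arrestin coupling in cells; 0% = agonist plus DMSO wells and 100% = wells without agonist; some results beyond the cut were filed as inactive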
Target sequence (P32249 whole entry, looked up, the tested form may be a part): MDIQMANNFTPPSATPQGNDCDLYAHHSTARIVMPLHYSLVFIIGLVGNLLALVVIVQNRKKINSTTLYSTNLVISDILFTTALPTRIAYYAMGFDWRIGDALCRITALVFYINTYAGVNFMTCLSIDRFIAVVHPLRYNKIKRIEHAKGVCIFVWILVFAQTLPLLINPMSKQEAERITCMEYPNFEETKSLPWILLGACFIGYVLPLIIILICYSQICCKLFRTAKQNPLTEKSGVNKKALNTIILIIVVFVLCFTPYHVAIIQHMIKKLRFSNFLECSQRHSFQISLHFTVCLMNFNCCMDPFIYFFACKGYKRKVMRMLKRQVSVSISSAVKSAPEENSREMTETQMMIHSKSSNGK
UBC13 polyUb: blocks human UBC13 polyubiquitin chain formation; P61088; TR-FRET; inhibition, % at 20 µM; 330,000 tested, 0.47% active; in the data active means inhibition above about 45%, passing the limit was not always enough
Target sequence (P61088 whole entry, looked up): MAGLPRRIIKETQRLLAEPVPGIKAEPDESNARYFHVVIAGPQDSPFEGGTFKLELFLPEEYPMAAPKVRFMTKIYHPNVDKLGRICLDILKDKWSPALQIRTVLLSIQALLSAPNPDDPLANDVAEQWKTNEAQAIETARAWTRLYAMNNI
* marks the source's active call; other numbers are inactive results; i = inactive; . = not tested or not shown. Unless noted, no stated cut-off is given here; in the data, active means inhibition above about 50%; inactive means the rest. The list is partial; count on the stated rates, not on these rows.

SMILES	CCR6 antagonist	Jurkat NFkB inh	Gli-Sufu antag	SENP8 block	Apaf1 inhib	697 NFkB inh	EBI2 block	UBC13 polyUb
COC(=O)C1=C(c2cc3ccccc3o2)C[C@@H]2CC[C@H]1N2C(=O)NCc1ccc(C(F)(F)F)cc1	11	15	9	2	8	-16	12	-14
O=C(COc1ccccc1)N1CCN(C/C=C/c2ccccc2)CC1	-7	8	1	0	4	-6	72*	9
CN1CCN(Cc2cc(C(C)(C)C)c(O)c(C(C)(C)C)c2)CC1	3	-4	9	-1	3	-13	7	2
C[C@@H]1NCCc2cc(O)c(O)cc21	-2	6	11	10	-7	5	3	18
COc1ccc(N2C(=O)NC(=O)C(CCc3ccncc3)(CCc3ccncc3)C2=O)cc1	4	1	-1	1	-17	26	4	3
O=C(O)c1sc2cc(Cl)ccc2c1Cl	.	-14	.	-14	-3	25	.	-2
CCCCc1nc2ccccc2c(=O)n1-c1ccc(Cl)cc1[N+](=O)[O-]	8	4	-2	-10	16	-29	7	-11
COc1cc(C(O)CNC(C)C)cc(F)c1OC (stereo not drawn)	-10	-15	3	3	-6	9	-14	4
O=C1NC(=O)C2(Cc3ccccc3N3CCCC32)C(=O)N1 (stereo not drawn)	-5	4	2	6	-20	8	-17	3
COc1cccc(NC(=O)CN2CC(c3ccccc3)CC2=O)c1 (stereo not drawn)	0	-4	-9	2	-6	11	-10	6
C/C(=N\Nc1cccc2ccccc12)c1c(O)n(Cc2ccccc2)c(=O)[nH]c1=O	4	11	57*	-15	14	-7	-9	-17
N#Cc1ccc(NC(=O)CN2C(=O)NC3(CCCC3)C2=O)cc1Cl	6	-7	-11	-8	5	3	7	-6
O=C(Nc1ccc2ccccc2c1)c1nn(C23CC4CC(CC(C4)C2)C3)cc1Br	3	1	3	-9	5	23	-4	-4
CCN1CC2C3CCC(C)(O3)C2C1 (stereo not drawn)	-25	-18	10	1	1	-2	-11	4
CCOC(=O)c1nc2ccccc2c(=O)n1-c1cccc(C)c1	6	7	7	2	-4	2	-6	4
O=C(Cc1ccccc1)N1CCN(Cc2cccnc2)CC1	-1	-12	-1	-8	11	-12	-4	-10
O=C1NC(=O)C(CCc2ccncc2)(Cc2ccc([N+](=O)[O-])cc2)C(=O)N1	10	10	0	-4	-11	16	-8	8
CN(C)C(=O)Oc1ccc(OCc2nc3ccccc3[nH]2)cc1	-5	-60	-30	-6	-8	-85	-11	-4
O=C(Cn1ncc2ccsc2c1=O)N1CCC2(CC1)OCCO2	-24	-19	-12	-3	8	-25	-10	-16
O=C(CCN1C(=O)COc2ccccc21)N1CCC2(CC1)OCCO2	-1	-17	-1	-4	4	-6	-1	-8
Clc1ccc(CCNCc2ccncc2)c(Cl)c1	22	5	7	-1	6	1	-9	5
Cc1ccccc1NC(=O)COC(=O)c1cc(C)n(C2CC2)c1C	-1	4	1	-3	1	2	6	-9
CC(C)CC12CN3CCN(CC(C3)/C1=N/O)C2	0	5	-1	6	-4	28	-5	7
COC(=O)C1=C(c2ccc(F)cc2OCc2ccccc2)C[C@@H]2CC[C@H]1N2C(=O)N1CCOCC1	14	-9	12	9	5	8	5	14
O=C(Cc1ccccc1)N1CCN(Cc2cccc(Cl)c2)CC1	11	8	-4	-4	8	-25	-2	-16

Continuation:
SMILES	CCR6 antagonist	Jurkat NFkB inh	Gli-Sufu antag	SENP8 block	Apaf1 inhib	697 NFkB inh	EBI2 block	UBC13 polyUb
Cc1ccc(S(=O)(=O)N(C)C/N=C(\N)N[N+](=O)[O-])cc1	8	6	5	1	4	18	-6	5
COC(=O)C1=C(c2cc3ccccc3s2)C[C@@H]2CC[C@H]1N2C(=O)NCc1ccc(C(F)(F)F)cc1	-6	14	13	-5	20	10	2	-22
O=C1NC(=O)N(CCC2=CCCCC2)C(=O)/C1=C/c1cccs1	-12	0	-7	-2	4	3	-26	-16
COc1cccc(C(=O)C2CCCN(Cc3ccon3)C2)c1 (stereo not drawn)	-10	7	2	5	-9	17	-3	-2
Cc1ccc(CNC2=NCCS2)cc1	-11	-24	3	-4	-3	-7	-3	-2
O=Cc1c(C(=O)O)n(Cc2ccc(F)cc2Cl)c2ccccc12	15	-21	26	-13	5	-18	-3	-8
Cn1c(O)c(/C=N/c2ccccn2)c(=O)n(C)c1=O	13	-11	2	1	-32	8	-3	-11
C=CCN1CC[C@]23c4c5ccc(O)c4OC2[C@H](O)CC[C@@]3(O)[C@H]1C5 (stereo partly drawn)	0	-4	-21	3	-2	17	-3	-2
COC(=O)Nc1ccc(N=C(N)N[N+](=O)[O-])cc1	3	-2	-1	10	9	-11	5	-7
Cc1ccc(-c2nc3ccccc3c(=O)n2-c2cccc(C)n2)cc1	6	4	-4	7	-1	-4	-3	2
OC1(c2cccnc2)CC2CCC(C1)N2Cc1nnnn1Cc1ccccc1 (stereo not drawn)	3	10	-27	-14	-3	1	-4	1
CN(C)c1ccc(C2C3C=CC(C3)C2(C#N)C(=O)O)c(Br)c1 (stereo not drawn)	-6	-8	-6	2	6	-26	-10	-1
COc1ccc(-n2c(-c3ccc(C)cc3)nc3ccccc3c2=O)cc1	6	-30	-5	-8	7	-4	8	7
COc1ccc(C(=O)C2CCCN(Cc3ccon3)C2)cc1OC (stereo not drawn)	4	-23	12	1	4	-9	-13	-13
Oc1ccc(Br)cc1CN1CCN(c2ccccc2)CC1	8	-3	7	-10	10	-8	13	-8
CC(=O)NC1CC2CCC(C1)N2 (stereo not drawn)	0	-5	2	0	-7	8	-11	13
Cc1ccc(OP(=O)(O)Oc2ccc(C)cc2)cc1	-6	-14	-24	-8	1	-6	1	-5
C#CCOC(=O)C1=CCCN(C)C1	-2	6	-17	6	-10	9	-3	4
CC(Cc1ccccc1Sc1ccccc1O)N(C)C (stereo not drawn)	5	0	3	-10	5	5	7	2
Cc1nc2ccccc2c(=O)n1-c1cc([N+](=O)[O-])cc([N+](=O)[O-])c1	-10	-12	24	-5	0	3	-18	-4
Fc1ccccc1CCNCc1cccc(Cl)c1Cl	13	-12	-7	-5	7	-5	12	6
CCC(C)n1c(O)c(/C=N/NC(=O)c2ccncc2)c(=O)[nH]c1=S (stereo not drawn)	6	2	4	-8	3	2	11	-26
O=S(=O)(c1ccc(Cl)cc1)N1CN2CCN(C2)C1	-9	15	4	2	-11	29	-1	10
CN1CC(C(=O)c2cccs2)C(c2ccc(Cl)cc2)C1 (stereo not drawn)	5	-2	7	2	1	15	3	6
O=C(COc1ccccc1)N1CCN(CC2CC=CCC2)CC1 (stereo not drawn)	8	-7	-8	0	-7	-9	68*	-1

Complete entries, quoted from the list:
`CC(=O)NC1CC2CCC(C1)N2` (stereo not drawn) in the list: CCR6 antagonist: 0; Jurkat NFkB inh: -5; Gli-Sufu antag: 2; SENP8 block: 0; Apaf1 inhib: -7; 697 NFkB inh: 8; EBI2 block: -11; UBC13 polyUb: 13
`Fc1ccccc1CCNCc1cccc(Cl)c1Cl` in the list: CCR6 antagonist: 13; Jurkat NFkB inh: -12; Gli-Sufu antag: -7; SENP8 block: -5; Apaf1 inhib: 7; 697 NFkB inh: -5; EBI2 block: 12; UBC13 polyUb: 6

Other results follow:
SMILES	CCR6 antagonist	Jurkat NFkB inh	Gli-Sufu antag	SENP8 block	Apaf1 inhib	697 NFkB inh	EBI2 block	UBC13 polyUb
O=C1NC(=O)C(=Cc2ccc3c(c2)OCO3)C(=O)N1	.	8	.	7	5	22	.	-9
CSc1ncc(/C=C2/C(=O)NC(=O)N(c3ccc(C(C)C)cc3)C2=O)cn1	0	7	-7	-4	-8	18	-9	0
C#CCN1C(=O)C2(C(C#N)=C(N)OC(C)=C2C(=O)OCc2ccccc2)c2ccccc21 (stereo not drawn)	2	0	7	4	17	3	-9	-5
Cc1ccc(/C=C2/Sc3ccc(C(=O)N4CCC5(CC4)OCCO5)cc3NC2=O)cc1	15	34	-15	-5	26	17	4	10
O=C1NC(=O)C2(Cc3ccccc3N3CCCC32)C(=O)N1c1cccc(Cl)c1 (stereo not drawn)	-3	9	-4	0	9	22	-3	1
COc1ccc(-n2c(CNCCc3ccc(C)cc3)nc3ccccc3c2=O)cc1	7	-7	1	5	1	-7	11	1
CCC(=NCc1ccco1)c1c(O)n(-c2ccc(OC)cc2)c(=O)[nH]c1=O	-5	7	-7	2	4	10	0	5
COC(=O)CC1(Cc2ccccc2)C(=O)NC(=O)NC1=O	3	13	-15	2	-1	3	0	-1
CCN(CC)CCCOC(=O)C(OC)(c1ccccc1)c1ccccc1	1	7	8	11	-5	-14	0	8
CCCCCn1cc(C(=O)C(=O)N2CCOCC2)c2ccccc21	4	-11	3	-3	6	-19	4	24
CCOc1nc(NC(C)C)nc(N2CC3CC(C2)c2cccc(=O)n2C3)n1 (stereo not drawn)	9	1	1	5	-15	5	-5	2
COc1ccc(-n2c(Cc3ccccc3)nc3ccccc3c2=O)cc1	17	6	9	7	-1	5	12	-7
C=CCn1c(O)c(N=Nc2c(C)n(C)n(-c3ccccc3)c2=O)c(=O)[nH]c1=S	34	-10	-4	4	-3	-16	5	-67
CCCC12CN3CCN(C1)CC(CCC)(C3)C2=O	9	-4	11	-4	-26	7	-4	15
CCOc1ccc(NC(=O)C2C3c4ccccc4C(c4ccccc43)C2C(=O)O)cc1 (stereo not drawn)	14	7	-5	-11	7	21	-1	-20
CC(C)CCNC(=O)c1cc(C(=O)c2cc(Br)ccc2O)cn(CCC(C)C)c1=O	-6	-2	18	1	11	-3	11	-12
O=C(CCc1nnc2ccc(NCc3ccccc3Cl)nn12)N1CCC2(CC1)OCCO2	-8	4	-10	5	2	-28	-13	6
CCC(=O)Nc1cc(C(=O)N2CCC3(CC2)OCCO3)ccc1S(=O)(=O)c1ccc(C)cc1	-2	8	-2	-2	4	5	1	-5
Nc1ccc(Br)cc1C(=O)c1ccccc1	18	-14	-8	-7	11	-14	4	-9
O=c1[nH]oc2c1CCNC2	8	16	-7	2	-2	17	-1	-13
O=c1[nH]c(=S)n(CCC2=CCCCC2)c(O)c1/C=N/Nc1ccccc1	10	12	-23	-2	8	14	3	8
O=[N+]([O-])c1ccc(NC2CCN(Cc3ccccc3)CC2)c2ccncc12	34	10	34	29	74*	-16	4	-106
NC(=O)c1ccc(N=Nc2c(O)[nH]c(=O)[nH]c2=O)cc1	.	-1	.	5	-15	17	.	1
CC(C)(C)C(=O)O[C@H]1CC[C@@]2(C)C(=CC(=O)C3C2CC[C@]2(C)C(=O)[C@@H](F)CC32)C1 (stereo partly drawn)	0	-14	-7	5	10	-5	-9	-5
O=C(COC(=O)c1cccc(O)c1)Nc1ccc(Cl)cc1C(=O)c1ccccc1	30	-9	1	-3	24	-21	3	-2

New compounds follow:
SMILES	CCR6 antagonist	Jurkat NFkB inh	Gli-Sufu antag	SENP8 block	Apaf1 inhib	697 NFkB inh	EBI2 block	UBC13 polyUb
CN(C)C(=O)Oc1ccc2c(c1)O/C(=C\c1cccc(Cl)c1)C2=O	14	-50	-30	-11	13	-18	-37	2
Cc1ccccc1C(=O)NC(Oc1ccccc1)C(Cl)(Cl)Cl (stereo not drawn)	16	6	-1	3	-3	-13	11	8
O=C(c1cccnc1)c1cc2ccccc2[nH]1	-6	5	-10	-8	-1	-4	-5	-9
COC(=O)C1=C(c2ccccc2OCc2ccccc2)C[C@@H]2CC[C@H]1N2C(=O)NCCc1ccc(F)cc1	31	21	11	1	21	3	31	15
CCOC(=O)c1c(C)n(Cc2ccccc2)c2ccc(O)cc12	17	19	-4	-8	5	-30	4	27
O=[N+]([O-])c1ccc(N2CCCCCC2)c2nonc12	34	-19	1	4	5	-9	7	i
CN(C)C(=O)Oc1ccc(-c2cn3cc(Cl)ccc3n2)cc1	-6	-101	7	91*	-7	-148	-17	11
COC(=O)C1=C(c2ccc(F)cc2OCc2ccccc2)C[C@@H]2CC[C@H]1N2C(=O)NCc1ccc(N(C)C)cc1	12	14	14	5	15	3	18	6
COC(=O)C1=C(c2ccc(F)cc2OCc2ccccc2)C[C@@H]2CC[C@H]1N2C(=O)N1CCCCC1	25	-3	13	-11	28	1	12	-5

Among those listed so far, two contain a furan ring, fused or not:
SMILES	CCR6 antagonist	Jurkat NFkB inh	Gli-Sufu antag	SENP8 block	Apaf1 inhib	697 NFkB inh	EBI2 block	UBC13 polyUb
COC(=O)C1=C(c2cc3ccccc3o2)C[C@@H]2CC[C@H]1N2C(=O)NCc1ccc(C(F)(F)F)cc1	11	15	9	2	8	-16	12	-14
CCC(=NCc1ccco1)c1c(O)n(-c2ccc(OC)cc2)c(=O)[nH]c1=O	-5	7	-7	2	4	10	0	5
